Source: PubChem BioAssay
ELG1 repair inh: ELG1-dependent DNA repair inhibition; HEK293T ELG1-luciferase reporter, luminescence, 16 h; DNA damage induced by 5-fluorouridine; Potency, µM (top dose mostly 46.1 µM), for the others: at the highest dose activity change, negative = inhibition, usual class: inhibitors; 330,000 compounds, 2.3% hits; also: potency is read from the fitted curve at half-maximal effect; % is scaled to controls: 0 for no effect and ±100 for the full control effect; nearly all actives have a fitted effect of over 55% in size
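DMSO vehicle served as the neutral condition. Each well held 2,000 cells given 5-fluorouridine plus compound; after 16 hr at 37 °C/5% CO2, ONE-Glo was added and luciferase measured 30 min later.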
Chronic BCR inh: blocks chronic active B-cell receptor signaling; ABC-DLBCL IkBa-CBG/CBR reporter, luminescence ratio, 4 h; Potency, µM (top dose mostly 46.1 µM), for the others: top-dose ratio change, negative = lower green/red ratio, actives largely listed as inhibitors; 340,000 compounds, 0.05% hits; active = well fitted inhibition curve with a large enough effect in the signal ratio, with a control signal flat, not every such curve was filed as active; inconclusive = small, poorly fitted or top-dose-only effect, or effect the other way, or a change in a side signal; the % refers to the signal ratio;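 also: potency is read from the fitted curve at half-maximal effect; plate controls were basal doxycycline-induced cells for no effect and cells given 10 µM MG132 for full effect; MG132 reads +100%, hits lower the ratio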
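TMD8 ABC-DLBCL cells carrying doxycycline-inducible green luciferase fused to IkappaBalpha plus unfused red luciferase were exposed to compounds (up to 46 uM) for 4 hrs at 37C. Activity came from the overlap-corrected green/red luminescence ratio.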
Mito fusion yeast: inhibitors of mitochondrial division or activators of mitochondrial fusion; AID 485298; Potency, µM (series often up to 46.1 µM), for the others: at the top dose growth rescue (activation), usual class: activators; 320,000 compounds, 0.23% hits; S. cerevisiae fusion-defective mutant growth rescue, CellTiterGlo 48 h;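 also: potency is read from the fitted curve at half-maximal effect; % of control where 0% means no effect; nearly all actives have a fitted effect of over 45% in size; temperature-sensitive fusion mutants such as fzo1-1 at 37 °C on non-fermentable ethanol glycerol medium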
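S. cerevisiae fusion-defective temperature-sensitive mutants (e.g. fzo1-1, mgm1-5) grown 48 h at 37C in YPEG (ethanol/glycerol non-fermentable) medium with 23 nl compound per well; growth rescue read as CellTiterGlo luminescence.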
TSHR antag: blocks TSH signaling through the human TSH receptor; TSHR-expressing cells, TSH-stimulated cAMP HTRF, 2 h; hits give low values; AID 504810; activity change, negative = inhibition, % at 11.5 µM; P16473; 330,000 compounds, 0.2% hits;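 active = activity change below a set negative limit, meaning inhibition stronger than a set level, cut at about -70% in these data; inconclusive = activity change between two set negative limits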; also: % is scaled to controls: 0 for no effect and ±100 for the full control effect
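TSHR-expressing cells were treated with compounds, then stimulated with TSH at EC80 (4nM final) for 2 hours at 37 deg C. Cellular cAMP was measured by HTRF competition between lysate cAMP and cAMP-d2 for a cryptate-labelled anti-cAMP antibody.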
uPA generation: inhibitors of cell surface uPA generation; cell surface uPA generation assay, qHTS; Potency, µM (series often up to 38.3 µM), inactives show at the highest dose activity change, negative = inhibition, usual class: inhibitors; 330,000 compounds, 0.31% hits; AID 540303; active = well fitted inhibition curve with a large enough effect; inconclusive = small, poorly fitted or top-dose-only effect; inactive = no such curve, though single readings can be large or run the other way; tested in mouse RAW 264.7 cells; also: potency is read from the fitted curve at half-maximal effect; % is scaled to controls: 0 for no effect and ±100 for the full control effect; nearly all actives have a fitted effect of over 55% in size
Eya2 phos inh: Eya2 (human) phosphatase inhibition. O00167. recombinant Eya2, OMFP fluorescence dephosphorylation (OMFP is methylfluorescein phosphate). Potency, µM (highest dose often 76.9 µM), inactives show top-dose activity, negative = inhibition, usual class: inhibitors. 330,000 compounds, 0.006% hits. AID 488837; also: potency is read from the fitted curve at half-maximal effect; % is scaled to controls: 0 for no effect and ±100 for the full control effect
Target sequence (O00167 whole entry, looked up): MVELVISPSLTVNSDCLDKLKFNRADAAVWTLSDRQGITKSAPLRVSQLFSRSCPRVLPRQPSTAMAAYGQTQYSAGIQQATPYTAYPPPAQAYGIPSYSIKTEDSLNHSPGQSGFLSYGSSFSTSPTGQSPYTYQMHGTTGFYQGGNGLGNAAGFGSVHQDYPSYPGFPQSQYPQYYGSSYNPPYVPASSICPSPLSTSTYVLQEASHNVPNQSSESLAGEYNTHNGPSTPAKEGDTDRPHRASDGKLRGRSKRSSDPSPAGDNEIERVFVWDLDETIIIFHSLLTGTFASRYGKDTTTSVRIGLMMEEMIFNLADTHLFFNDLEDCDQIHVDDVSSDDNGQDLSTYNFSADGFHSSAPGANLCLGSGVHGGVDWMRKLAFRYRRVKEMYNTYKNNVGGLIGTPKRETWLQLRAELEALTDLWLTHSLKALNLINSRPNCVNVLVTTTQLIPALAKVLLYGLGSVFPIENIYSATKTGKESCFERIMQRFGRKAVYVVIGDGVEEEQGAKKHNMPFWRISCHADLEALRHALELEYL
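Eya2 (0.2 uM) preincubated 10 min at ambient with compound, then OMFP substrate added at 50 uM; 10 min reaction in 50 mM HEPES pH 7.5, 50 mM NaCl, 5 uM MgCl2, 0.05% BSA, 1 mM DTT. Fluorescence read at Ex 485/Em 525 nm.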
USP2a block: USP2a (human) protease inhibition. O75604. Potency, µM (top dose mostly 38.3 µM), without a hit: at the highest dose activity change, negative = inhibition, most hits filed as inhibitors. AID 463254. 330,000 compounds, 0.01% hits. USP2 core, Ub-CHOP2 coupled fluorogenic reporter, 485/531;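 also: potency is read from the fitted curve at half-maximal effect; plate controls were DMSO wells for no effect and full inhibition by NEM control for full effect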
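USP2 core (10nM final) preincubated 30min RT with compound in 20mM Tris-HCl pH 8.0, 2mM CaCl2, 2mM beta-mercaptoethanol, 0.05% CHAPS; 25nM Ub-CHOP2 plus 25nM reporter substrate added, fluorescence (Ex485/Em531) read after 60min.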
TCR act: T cell receptor activation; primary human leukocytes, anti-CD3, IL-2 HTRF, 48 h; Potency, µM (titrated, usually from 9.22 µM), inactives show at the top dose activation of IL-2 secretion, actives largely listed as activators; 330,000 tested, under 10 active; AID 504894; also: % of control where 0% means no effect
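48 hr co-incubation of compounds, a-CD3 beads and primary human leukocytes; IL-2 quantified homogeneously by HTRF with anti-IL-2 K and d2 conjugates.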
Tb PFK inh: inhibitors of T. brucei phosphofructokinase. O15648. T. brucei PFK, ADP-Glo luminescence. Potency, µM (titrated, usually from 57.5 µM), for inactives: top-dose activity, negative = inhibition, most hits filed as inhibitors. 330,000 compounds, 0.17% hits. AID 485367;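 also: potency is read from the fitted curve at half-maximal effect; 0% = uninhibited 1x PFK enzyme wells and -100% = no-enzyme wells; nearly all actives have a fitted effect of over 60% in size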
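1.25 nM PFK with 0.5 mM F6P and 0.1 mM ATP in 0.1 M TEA pH 8.0, 5 mM MgCl2, incubated 45 min at room temperature; ADP measured by ADP-Glo luminescence; compounds titrated up to 57 uM.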
TSG101-PTAP inh: blocks PTAP/TSG101 interaction to inhibit HIV-1 budding; 340,000 tested, under 10 active; Fluorescence polarization, FITC-PTAP peptide / Tsg101 binding; AID 493005; Potency, µM (highest dose often 115 µM), inactives show at the highest dose activity change, negative = inhibition, usual class: inhibitors; Q99816; active = well fitted inhibition curve with a large enough effect in the main read-out, with a control signal flat, not every such curve was filed as active; inconclusive = small, poorly fitted or top-dose-only effect, or effect the other way, or a change in a side signal; inactive = no such curve, though single readings can be large or run the other way; also: potency is read from the fitted curve at half-maximal effect; % of control where 0% means no effect
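Steps: Tsg101 binding domain dispensed (10 uM final), compounds pinned in DMSO, FITC-labeled PTAP-motif peptide added (50 nM final); after 20 min binding at room temperature, polarization measured.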
B2AR arrestin: agonists driving beta-arrestin recruitment to human beta2-adrenergic receptor | P07550 | beta-arrestin recruitment to beta2AR, cell-based reporter | Potency, µM (top dose mostly 46.1 µM), without a hit: at the highest dose activation, actives largely listed as activators | 330,000 compounds, 0.02% hits;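 also: potency is read from the fitted curve at half-maximal effect; 0% = DMSO controls and full agonism = EC100 isoproterenol or metaproterenol; nearly all actives have a fitted effect of over 65% in size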
Target sequence (P07550 whole entry, looked up): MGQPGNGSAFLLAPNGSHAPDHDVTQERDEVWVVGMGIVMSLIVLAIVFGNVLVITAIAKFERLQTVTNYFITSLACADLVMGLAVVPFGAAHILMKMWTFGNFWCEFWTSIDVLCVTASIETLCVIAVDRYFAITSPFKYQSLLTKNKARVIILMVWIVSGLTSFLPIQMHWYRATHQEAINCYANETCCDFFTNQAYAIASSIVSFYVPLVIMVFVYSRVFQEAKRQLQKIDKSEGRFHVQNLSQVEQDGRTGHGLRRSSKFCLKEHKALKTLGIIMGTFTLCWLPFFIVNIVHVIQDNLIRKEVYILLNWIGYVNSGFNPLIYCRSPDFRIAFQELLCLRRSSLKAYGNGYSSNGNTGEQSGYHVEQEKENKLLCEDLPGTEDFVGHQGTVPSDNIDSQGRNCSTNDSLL
* = called active by the depositor; ? = inconclusive; / = no result given; [ ] = another dose, or the depositor's remark. Unless noted, calls follow the shape of the dose curve; as a rule, active = well fitted curve in the direction sought with a large enough effect; inconclusive = small, poorly fitted or top-dose-only effect, or another doubt; inactive = no such curve, though single readings can be large; an effect the other way counts as inactive or inconclusive.

SMILES	ELG1 repair inh	Chronic BCR inh	Mito fusion yeast	TSHR antag	uPA generation	Eya2 phos inh	USP2a block	TCR act	Tb PFK inh	TSG101-PTAP inh	B2AR arrestin
Cc1csc(NC(=O)c2ccc(S(=O)(=O)N3CCN(C)CC3)cc2)n1	?	?	-3%	3	0%	-9%	-1%	2%	2%	-2%	-1.4%
CCOC(=O)C1=C(C)NC(SCC(N)=O)=C(C#N)C1c1cccs1 (configuration not stated)	-12%	5%	4%	5	-5%	-1%	0%	1%	-8%	-1%	-0.8%
CC1CN(C(=O)COC(=O)COc2ccc(C#N)cc2)CC(C)O1 (configuration not stated)	19%	3%	4%	-9	3%	7%	2%	-1%	-8%	1%	0.0%
O=C(NC(=S)Nc1ccc2[nH]c(=O)[nH]c2c1)c1ccccc1[N+](=O)[O-]	?	-1%	1%	5	2%	-10%	4%	-3%	0%	/	0.0%
C=C(C(=O)O)C1CCC2(C)CCCC(C)(O)C2C1 (configuration not stated)	2%	4%	-2%	-2	35%[activator]	-10%	-12%	3%	-1%	14%	-0.1%
CCn1c(SCC(=O)c2ccc3c(c2)Cc2ccccc2-3)nnc1-c1ccc(N)cc1	-7%	?	-2%	-21	/	1%	2%	0%	1%	-8%	-0.2%
O=c1nc(SCc2cccc(C(F)(F)F)c2)nc2ccccn12	16%	4%	22%	-9	2%	9%	0%	5%	-22%	3%	-0.2%
NC(=O)CC(NC(=O)c1cccc(Br)c1)c1ccc(NCC2CC2)c([N+](=O)[O-])c1 (configuration not stated)	5%	-1%	-2%	4	6%	-4%	0%	-1%	-6%	-2%	-0.8%
Cc1cc(=O)[nH]c(SCC(=O)Nc2ccccc2C#N)c1C#N	?	?	4%	6	0%	-7%	5%	13%	2%	-7%	0.0%
O=[N+]([O-])c1cccc(/C=N\N2CCN(Cc3ccccc3Cl)CC2)c1	?	16%	22%	-22	4%	-26%	6%	6%[46.1 µM]	-1%	-3%	-0.7%
Cc1cc(C)cc(NC(=O)C2CCCN2/C=C/C(=O)C(F)(F)F)c1 (configuration not stated)	3%	?	-7%	4	8%	-2%	2%	2%[46.1 µM]	0%	0%	-1.2%
COc1cccc(NC(=S)NCc2ccncc2)c1	-2%	-2%	-2%	10	5%	-8%	2%	-4%[46.1 µM]	-5%	0%	-0.9%
CC1(C)CC[C@]2(C(=O)O)CC[C@]3(CO)C(=CCC4[C@@]5(C)C[C@H](O)[C@H](O)[C@@](C)(C(=O)O)C5CC[C@]43C)[C@@H]2C1 (some centres not stated)	?	0%	/	42	-1%	27%	-1%	1%	0%	-3%	0.4%
CCc1ccc(-c2nc(SCC(=O)NC3CCS(=O)(=O)C3)n[nH]2)cc1 (configuration not stated)	?	-16%	-1%	0	-3%	-4%	4%	2%	2%	-1%	0.1%
CC(=O)/C=C\c1ccccc1OC(=O)c1cc2ccccc2oc1=O	8%	0%	-3%	4	?	8%	0%	1%	-7%	-10%	0.1%
Cc1cc(C)c(NC(=O)COC(=O)c2c(C)noc2C)c(Cl)c1	16%	0%	-1%	-9	25%	-7%	0%	1%	15%	1%	0.0%
COc1ccccc1C(=O)NCCCn1cc(Br)c(C)n1	1%	?	2%	-2	/	3%	-1%	3%	-9%	-1%	-0.2%
COc1ccc(NC(=O)CSCc2ccccc2C)cc1	?	?	-3%	-9	1%	0%	2%	2%[46.1 µM]	0%	0%	0.3%
CCCCn1c(-c2cccc(F)c2)nc2c1c(=O)[nH]c(=O)n2CC(C)C	2%	-8%	-2%	-14	-3%	-17%	-1%	-1%	-9%	-4%	-0.4%
Cc1ccccc1CC(=O)NC1CCN(Cc2ccccc2)CC1	-1%	?	-1%	10	-3%	0%	2%	-3%	1%	-1%	0.2%
Cc1ccc([N+](=O)[O-])cc1NC(=O)CN(C(=O)c1ccc(Cl)cc1)C1CCCCC1	0%	14%	22%	-4	-2%	2%	1%	/	2%	-1%	-0.1%
O=C(c1cc(COc2ccc(F)c(F)c2)on1)N1CCSCC1	?	-1%	2%	-22	-6%	5%	-1%	-1%	-4%	/	-0.8%
COc1ccccc1NC(=O)c1ccc(COc2ccccc2OC)o1	?	7%	12%	-14	-3%	-11%	2%	0%	-2%	-3%	-0.3%
CC(C)CNC(=O)c1cccc(NC(=O)CSc2ccccc2)c1	-1%	-4%	-2%	3	0%	-16%	-1%	0%[46.1 µM]	-4%	0%	-0.4%
CCCN(CC(=O)Nc1ccc(Cl)cc1Cl)C(=O)c1ccc(=O)[nH]c1	-4%	5%	4%	-12	6%	-9%	2%	8%	-5%	-5%	-0.6%
CC(C)(C)c1ccc(NC(=O)c2ccccc2)c([N+](=O)[O-])c1	?	?	10%	-14	-6%	-5%	-6%	-3%	-12%	-7%	-0.7%
Cc1ccc(C(=O)c2cc([N+](=O)[O-])ccc2N2CC(C)OC(C)C2)cc1 (configuration not stated)	-21%	?	7%	-5	?	-15%	3%	-2%[46.1 µM]	-2%	0%	-0.1%
COc1ccccc1CNC(=O)CC(NS(=O)(=O)c1ccc(C)cc1)c1ccco1 (configuration not stated)	-14%	5%	-2%	7	0%	2%	-1%	1%	1%	-5%	0.0%
C=CCNC(=S)N/N=C(\C)c1cccc(OC)c1	1%	?	-7%	-1	?	-7%	4%	2%[46.1 µM]	4%	-1%	?
COc1ccc(CC(=O)Nc2cc(Cl)ccc2O)cc1	?	-18%	22%	17	2%	-18%	0%	8%	-29%	-5%	0.2%
O=C(NCC12CC3CC(CC(C3)C1)C2)c1cc2n(n1)C(C(F)(F)F)CC(c1ccco1)N2 (configuration not stated)	-20%	16%	1%	5	2%	-2%	0%	1%	?	-9%	0.2%
CCOc1ccccc1CN1CCC(n2nccc2NC(=O)CCc2ccccc2)CC1	-20%	-1%	3%	-3	-13%	2%	-3%	0%	1%	-1%	0.2%
Cc1c(O)c(CN2CCCCC2)cc2c3c(c(=O)oc12)CCC3	?	3%	3%	-4	0%	0%	3%	-11%	0%	1%	0.1%
COc1ccc(C(=O)OCC(=O)c2cc(C)n(CC3CCCO3)c2C)cc1[N+](=O)[O-] (configuration not stated)	-8%	0%	5%	-30	8%	12%	-5%	-1%	0%	-1%	2.6%
CCCCC(c1nnnn1CCOC)N1CCN(C(=O)c2ccco2)CC1 (configuration not stated)	16%	?	-1%	2	-8%	-9%	1%	-7%	-7%	-6%	0.1%
CCOc1ccc(NC(=O)CN(C)C(=O)c2ccc(=O)[nH]c2)cc1OCC	?	-2%	-2%	-1	10%	-13%	0%	2%	5%	/	0.1%
O=C1C2=C(C(=O)c3ccccc31)C1O[C@](c3ccsc3)(Cc3c1ccc1ccccc31)O2	/	-3%[9.22 µM]	-3%[9.22 µM]	/	/	0%[15.4 µM]	?	/	-25%[11.5 µM]	/	-0.2%[9.22 µM]
COc1ccc(NC(=O)C(c2ccccc2)c2ccccc2)cn1	-14%	1%	-2%	-8	2%	1%	0%	1%	0%	-1%	0.1%
c1ccn2cc(CSc3nnc4ccccn34)nc2c1	?	-2%	8%	0	5%	10%[15.4 µM]	4%	/	6%	-2%	0.0%
COc1ccc(N(CC(=O)NCC2CCCO2)S(=O)(=O)c2c(C)noc2C)cc1 (configuration not stated)	3%	1%	1%	43	/	-3%	4%	-5%	0%	-3%	-0.4%
c1ccc(-c2nnc3n2-c2ccccc2SC3)cc1	18%	-14%	1%	1	-2%	-28%	-5%	-8%	4%	-8%	-0.1%
Cc1ccc(CN2CCN(Cc3ccc(O)cc3)CC2CCO)o1 (configuration not stated)	2%	13%	0%	0	-2%	5%	0%	16%	-4%	-8%	-0.4%
